From PubChem
Rpn11 inh: blocks the human proteasome subunit Rpn11; human 26S proteasome, Ub4-pepOG fluorescence polarization; 20S core pre-blocked with epoxomicin; AID 588493; actives 0.59% (n = 360,000); O00487; calls only at 20 µM;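 active means inhibition at 20 µM, scaled to each plate's controls, above about 33%, limit read from the data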
Scp1 inh: blocks human Scp-1 phosphatase activity | Recombinant Scp1, phosphopeptide, malachite green phosphate absorbance | inhibition, % at 20 µM | actives 0.88% (n = 340,000) | AID 493091;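 active means inhibition above about 50% at 20 µM, limit read from the data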;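 further: plate controls were DMSO wells with enzyme for no effect and wells lacking enzyme for full effect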
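Incubation: 45 min enzyme reaction at room temperature / System: truncated SCP-1 phosphatase (76-261aa) / Reagent: Phospho 17-mer peptide substrate / Buffer or medium: Acidic Tris acetate buffer with magnesium and detergent / Signal: absorbance at 630 nm / Doses: one concentration, 20 µM, with 1.0% DMSO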
Tb MetRS inh: blocks T. brucei methionyl-tRNA synthetase activity; purified T. brucei MetRS, ATP depletion, Kinase-Glo luminescence; inhibition, % at 11.9 µM; actives 0.4% (n = 360,000); AID 624268;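 active means inhibition above a per-plate cutoff of the control wells' mean inhibition plus 3 SD, cut at about 5.5% in these data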;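 further: 0% = DMSO wells median and 100% = median of wells with control inhibitor compound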
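Material: T. brucei methionyl-tRNA synthetase, purified; reagent: substrates ATP, L-methionine and bulk Escherichia coli tRNA; dosing: 11.9 µM single point; timing: 15 min plus 2 h at 25 °C; detection: luminescence of leftover ATP; evaluation: % inhibition; control set: DMSO-only wells as low control; replicates: singlicate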
CSN deneddyl inh: blocks human CSN-mediated cullin deneddylation | actives 0.38% (n = 360,000) | Q92905 | inhibition, % at 12.5 µM | Purified CSN, SCF-Nedd8-OG deneddylation, fluorescence polarization;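 active means pattern-corrected inhibition above about 35%, with an unprinted fluorescence ratio check between 0.5 and 1.5, limit read from the data, passing the limit was not always enough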;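 further: 0% = enzyme with substrate and 100% = substrate without enzyme; some results filed as inactive read as strong as hits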
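Test system: purified human Csn5 enzyme expressed in HEK293T cells. Amount: 0.24 nM enzyme. Reagent: SCFSkp2-Nedd8OG substrate at 10 nM final. Schedule: 90 min incubation of compound, enzyme and substrate at room temperature. Detection: fluorescence polarization. Read-out: % inhibition of substrate cleavage by Csn5.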
DNMT1 block: DNMT1 (human) enzyme inhibition | actives 0.83% (n = 360,000) | DNMT1 molecular beacon, Hinp1I cleavage, fluorescence | inhibition (reported as % activation of signal), % at 10 µM | AID 588458; in the data active means inhibition above about 50%
Target sequence (P26358 504-1616 limits assumed): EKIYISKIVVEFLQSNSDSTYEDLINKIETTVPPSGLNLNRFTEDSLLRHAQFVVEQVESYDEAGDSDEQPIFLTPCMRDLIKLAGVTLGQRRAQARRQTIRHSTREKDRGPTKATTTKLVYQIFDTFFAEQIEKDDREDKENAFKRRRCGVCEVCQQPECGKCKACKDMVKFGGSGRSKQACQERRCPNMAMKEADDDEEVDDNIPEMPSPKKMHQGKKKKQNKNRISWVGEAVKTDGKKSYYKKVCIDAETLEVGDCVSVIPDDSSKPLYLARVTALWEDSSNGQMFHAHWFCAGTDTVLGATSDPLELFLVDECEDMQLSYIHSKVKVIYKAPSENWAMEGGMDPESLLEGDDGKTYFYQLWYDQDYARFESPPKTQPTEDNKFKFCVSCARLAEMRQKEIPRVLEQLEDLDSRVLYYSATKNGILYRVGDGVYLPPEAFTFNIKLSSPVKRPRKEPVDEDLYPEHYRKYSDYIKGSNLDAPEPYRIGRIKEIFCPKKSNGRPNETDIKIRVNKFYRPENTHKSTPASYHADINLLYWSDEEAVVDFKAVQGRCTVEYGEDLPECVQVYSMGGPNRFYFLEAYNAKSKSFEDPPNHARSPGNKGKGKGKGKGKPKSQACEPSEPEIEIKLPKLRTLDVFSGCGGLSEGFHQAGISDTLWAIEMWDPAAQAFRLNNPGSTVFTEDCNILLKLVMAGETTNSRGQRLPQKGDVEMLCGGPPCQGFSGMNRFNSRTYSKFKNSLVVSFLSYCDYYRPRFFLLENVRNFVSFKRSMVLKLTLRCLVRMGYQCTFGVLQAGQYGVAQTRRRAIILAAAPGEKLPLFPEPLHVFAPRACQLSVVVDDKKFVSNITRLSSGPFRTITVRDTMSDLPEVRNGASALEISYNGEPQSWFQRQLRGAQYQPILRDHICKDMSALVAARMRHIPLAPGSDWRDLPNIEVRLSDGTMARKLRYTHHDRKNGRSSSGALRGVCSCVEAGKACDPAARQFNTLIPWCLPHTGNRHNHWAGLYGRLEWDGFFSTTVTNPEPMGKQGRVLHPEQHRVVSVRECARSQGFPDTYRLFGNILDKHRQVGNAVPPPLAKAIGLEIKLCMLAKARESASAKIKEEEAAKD
PABP1 MLLE inh: blocks PAM2 peptide binding to the PABP1 MLLE domain; P11940; GST-MLLE / FITC-PAM2 fluorescence polarization; inhibition, % at 20 µM; actives 0.36% (n = 360,000); in the data active means inhibition above about 35%, passing the limit was not always enough;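 further: plate controls were DMSO wells with GST-MLLE for no effect and wells lacking GST-MLLE protein for full effect; some results filed as inactive read as strong as hits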
STEP inh: blocks human striatal-enriched tyrosine phosphatase. recombinant STEP, OMFP fluorogenic substrate, fluorescence. inhibition, % at 20 µM. actives 0.25% (n = 360,000). AID 588621;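 active means inhibition at 20 µM, scaled per plate between control wells, above about 37%, limit read from the data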;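 further: 0% = DMSO with enzyme and substrate and 100% = substrate only without enzyme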
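Material: STEP (striatal-enriched tyrosine phosphatase) enzyme, cell-free | Medium: 50 mM Bis-Tris pH 6.0 with 2.5 mM DTT and 0.005% Tween 20 | Read-out: Percent inhibition scaled to no-enzyme and uninhibited-enzyme controls, plate-pattern corrected | Signal: Fluorescence read at 480 nm ex / 540 nm em | Times: 20 min reaction, room temperature, in the dark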
LMPTP inh: blocks human LMPTP phosphatase; P24666; recombinant LMPTP-A, OMFP fluorogenic substrate, fluorescence intensity; inhibition, % at 20 µM; actives 0.22% (n = 360,000);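 active means compounds that cut the enzyme signal by at least half of the control window in the single-dose screen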;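 further: plate controls were DMSO wells with enzyme plus substrate for no effect and substrate without enzyme for full effect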
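Test system: LMPTP-A phosphatase enzyme. Amount: LMPTP-A at 0.625 nM final in the reaction. Reagent: OMFP substrate, 400 µM final. Times: 50 min at room temperature. Signal: endpoint fluorescence intensity from OMFP dephosphorylation. Read-out basis: % inhibition. Benchmarks: no-enzyme and uninhibited controls.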
NadD inh: blocks S. aureus nicotinate mononucleotide adenylyltransferase; inhibition, % at 20 µM; purified NadD enzyme, colorimetric absorbance read-out; actives 0.78% (n = 360,000); AID 602399; in the data active means inhibition above about 26%; further: some compounds past the cut are filed as inactive
SUMO1-SIM PPI: SUMO1-SIM interaction modulation. actives 0.33% (n = 360,000). SUMO1 binding to a labelled peptide, TR-FRET, 1 h. P63165. inhibition, % at 20 µM; in the data active means inhibition above about 37%
Active calls of the source: *.

The first two records as a preview:
O=C(c1ccc(OCC2CCCO2)cc1)N1CCN(c2ccccc2)CC1 (stereo not drawn) was read as Rpn11 inh inactive, Scp1 inh -2, Tb MetRS inh -0.8, CSN deneddyl inh -3, DNMT1 block -1, PABP1 MLLE inh -5, STEP inh -3, LMPTP inh -2.9, NadD inh -1 and SUMO1-SIM PPI 8.
`O=C(CN1C(=O)NC2(CCCC2)C1=O)Nc1ccccc1` gave Rpn11 inh inactive, Scp1 inh -1, Tb MetRS inh -0.6, CSN deneddyl inh 0, DNMT1 block 2, PABP1 MLLE inh -1, STEP inh -3, LMPTP inh 0.8, NadD inh -4 and SUMO1-SIM PPI -2.

All compounds of this part, from the start:
O=C(c1ccc(OCC2CCCO2)cc1)N1CCN(c2ccccc2)CC1 (stereo not drawn) was read as Rpn11 inh inactive, Scp1 inh -2, Tb MetRS inh -0.8, CSN deneddyl inh -3, DNMT1 block -1, PABP1 MLLE inh -5, STEP inh -3, LMPTP inh -2.9, NadD inh -1 and SUMO1-SIM PPI 8.
`O=C(CN1C(=O)NC2(CCCC2)C1=O)Nc1ccccc1` gave Rpn11 inh inactive, Scp1 inh -1, Tb MetRS inh -0.6, CSN deneddyl inh 0, DNMT1 block 2, PABP1 MLLE inh -1, STEP inh -3, LMPTP inh 0.8, NadD inh -4 and SUMO1-SIM PPI -2.
CCC1CCCCN1CCCNC(=O)CS(=O)Cc1nc(-c2ccc(OC)c(OC)c2)oc1C (stereo not drawn) was read as Rpn11 inh inactive, Scp1 inh 0, Tb MetRS inh -0.6, CSN deneddyl inh -3, DNMT1 block 0, PABP1 MLLE inh 1, STEP inh 0, LMPTP inh 0.4, NadD inh -7 and SUMO1-SIM PPI 0.
`Cc1ccc(/C([O-])=C(/C(=S)NCCN2CCOCC2)[n+]2ccccc2)cc1[N+](=O)[O-]` gave Rpn11 inh inactive, Scp1 inh -4, Tb MetRS inh -0.2, CSN deneddyl inh -2, DNMT1 block 1, PABP1 MLLE inh -23, STEP inh 1, LMPTP inh -0.9, NadD inh -2 and SUMO1-SIM PPI -5.
For O=C(CSc1ccc2ccccc2c1)Nc1nc2ccccc2[nH]1 the results were Rpn11 inh inactive, Scp1 inh 2, Tb MetRS inh 21*, CSN deneddyl inh -7, DNMT1 block 30, PABP1 MLLE inh -11, STEP inh 3, LMPTP inh -0.1, NadD inh 5 and SUMO1-SIM PPI 1.
For O=C(Cc1ccccc1)NCC(=O)OCC(=O)c1ccc(Cl)c([N+](=O)[O-])c1 the results were Rpn11 inh inactive, Scp1 inh -2, Tb MetRS inh -0.2, CSN deneddyl inh 2, DNMT1 block -8, PABP1 MLLE inh 3, STEP inh -4, LMPTP inh -0.9, NadD inh -3 and SUMO1-SIM PPI -15.
`Cc1ccc(CN(CC(=O)N/N=C/c2ccccc2[N+](=O)[O-])S(=O)(=O)c2ccc(C)cc2)cc1` gave Rpn11 inh inactive, Scp1 inh -8, Tb MetRS inh -0.1, CSN deneddyl inh 3, DNMT1 block -6, PABP1 MLLE inh -5, STEP inh 6, LMPTP inh 2.3, NadD inh 3 and SUMO1-SIM PPI -3.
For Cc1nonc1CN(C)C(=O)CC1C(=O)NCCN1Cc1ccccc1F (stereo not drawn) the results were Rpn11 inh inactive, Scp1 inh -8, Tb MetRS inh -0.8, CSN deneddyl inh -5, DNMT1 block -5, PABP1 MLLE inh 6, STEP inh -1, LMPTP inh -1.5, NadD inh 0 and SUMO1-SIM PPI -3.
Screening CCOC(=O)C1C(=O)NC(SCC(N)=O)=C(C#N)C1c1ccccc1OCC (stereo not drawn) returned Scp1 inh 0, Tb MetRS inh -0.5, CSN deneddyl inh 43*, DNMT1 block 4, PABP1 MLLE inh -92, STEP inh 10, LMPTP inh -0.5, NadD inh -1 and SUMO1-SIM PPI -3.
For Cc1ccc(C)c(NC(=O)CSc2n[nH]c(-c3ccncc3)n2)c1 the results were Rpn11 inh inactive, Scp1 inh -7, Tb MetRS inh -0.7, CSN deneddyl inh 7, DNMT1 block 2, PABP1 MLLE inh -16, STEP inh -5, LMPTP inh -0.9, NadD inh 0 and SUMO1-SIM PPI 2.
For CN1/C(=C\C=C2\N=C(c3ccc(F)cc3)OC2=O)C(C)(C)c2ccccc21 the results were Scp1 inh -8, Tb MetRS inh -1.7, CSN deneddyl inh 104, DNMT1 block 3, PABP1 MLLE inh 50, STEP inh -23, LMPTP inh 0.6, NadD inh 8 and SUMO1-SIM PPI -23.
COc1ccc(OC)c(S(=O)(=O)Nc2ccc3[nH]c(=O)[nH]c3c2)c1 was read as Rpn11 inh inactive, Scp1 inh -4, Tb MetRS inh 1.0, CSN deneddyl inh 0, DNMT1 block 2, PABP1 MLLE inh -4, STEP inh 0, LMPTP inh -1.5, NadD inh -3 and SUMO1-SIM PPI 4.
For Cc1cccc(C)c1NC(=O)CNC(=O)C12CC3CC(CC(O)(C3)C1)C2 the results were Rpn11 inh inactive, Scp1 inh 2, Tb MetRS inh -0.4, CSN deneddyl inh -1, DNMT1 block 0, PABP1 MLLE inh 5, STEP inh 2, LMPTP inh -0.3, NadD inh -4 and SUMO1-SIM PPI 0.
COc1ccc(-c2nc3nc(C)c(Cc4ccccc4)c(=O)n3[nH]2)cc1 was read as Rpn11 inh inactive, Scp1 inh 0, Tb MetRS inh -0.4, CSN deneddyl inh 3, DNMT1 block -1, PABP1 MLLE inh 8, STEP inh -6, LMPTP inh -0.3, NadD inh 4 and SUMO1-SIM PPI 6.
Cc1cccc(NCc2ccccc2)c1 was read as Rpn11 inh inactive, Scp1 inh -9, Tb MetRS inh -0.4, CSN deneddyl inh 4, DNMT1 block 0, PABP1 MLLE inh -2, STEP inh 1, LMPTP inh 2.6, NadD inh -2 and SUMO1-SIM PPI 2.
Screening COc1ccccc1N1CCN(/N=C/c2ccc(O)cc2O)CC1 returned Rpn11 inh inactive, Scp1 inh -5, Tb MetRS inh -0.5, CSN deneddyl inh -2, DNMT1 block -2, PABP1 MLLE inh 7, STEP inh -3, LMPTP inh 1.9, NadD inh -1 and SUMO1-SIM PPI -1.
C=C(C)C(=O)N1CCN(C(=O)C(=C)C)c2ccccc21 was read as Rpn11 inh inactive, Scp1 inh -2, Tb MetRS inh -0.4, CSN deneddyl inh -2, DNMT1 block 4, PABP1 MLLE inh 0, STEP inh -2, LMPTP inh -0.5, NadD inh 1 and SUMO1-SIM PPI 1.
`Cc1ccc(S(=O)(=O)NCCC(=O)N2CCN(Cc3ccccc3)CC2)cc1` gave Rpn11 inh inactive, Scp1 inh 0, Tb MetRS inh -0.8, CSN deneddyl inh 2, DNMT1 block 8, PABP1 MLLE inh -5, STEP inh -4, LMPTP inh -0.9, NadD inh 0 and SUMO1-SIM PPI 2.
CC1(C(=O)NNC(=O)c2cccc([N+](=O)[O-])c2)CC1(Br)Br (stereo not drawn) was read as Rpn11 inh inactive, Scp1 inh -1, Tb MetRS inh 0.3, CSN deneddyl inh 4, DNMT1 block -1, PABP1 MLLE inh 10, STEP inh 0, LMPTP inh -2.4, NadD inh 13 and SUMO1-SIM PPI -24.
CC(=O)Nc1cccc2c1C(=O)N(c1ccc(C)cc1)C2=O was read as Rpn11 inh inactive, Scp1 inh 1, Tb MetRS inh -1.0, CSN deneddyl inh -11, DNMT1 block 0, PABP1 MLLE inh -9, STEP inh 1, LMPTP inh 0.6, NadD inh -2 and SUMO1-SIM PPI -17.
Cc1cc(OCC(=O)NC2CCN(C)CC2)ccc1[N+](=O)[O-] was read as Rpn11 inh inactive, Scp1 inh -6, Tb MetRS inh 0.1, CSN deneddyl inh -1, DNMT1 block -2, PABP1 MLLE inh -7, STEP inh -2, LMPTP inh 0.1, NadD inh -5 and SUMO1-SIM PPI -4.
For O=C(C1CCCN1S(=O)(=O)c1cccc2cccnc12)N1CCN(c2ccccc2)CC1 (stereo not drawn) the results were Rpn11 inh inactive, Scp1 inh -3, Tb MetRS inh -0.9, CSN deneddyl inh -4, DNMT1 block -1, PABP1 MLLE inh 9, STEP inh 2, LMPTP inh -0.1, NadD inh 3 and SUMO1-SIM PPI 6.
Screening COC(=O)/C(=C(/F)Sc1cc(C)c(O)c(C)c1)C(F)(F)F returned Rpn11 inh inactive, Scp1 inh -4, Tb MetRS inh 0.2, CSN deneddyl inh 13, DNMT1 block -9, PABP1 MLLE inh 32, STEP inh -1, LMPTP inh 2.2, NadD inh -6 and SUMO1-SIM PPI 0.
For Clc1ccc(-c2c[nH]c3ccccc23)nn1 the results were Rpn11 inh inactive, Scp1 inh 1, Tb MetRS inh -0.1, CSN deneddyl inh 2, DNMT1 block -2, PABP1 MLLE inh -4, STEP inh 3, LMPTP inh -0.7, NadD inh -3 and SUMO1-SIM PPI -1.
Screening CCOc1ccccc1CNC(=O)CCC(=O)N1Cc2ccccc2Oc2ncccc21 returned Rpn11 inh inactive, Scp1 inh 9, Tb MetRS inh -0.6, CSN deneddyl inh 2, DNMT1 block 3, PABP1 MLLE inh 2, STEP inh 3, LMPTP inh -1.8, NadD inh -5 and SUMO1-SIM PPI -2.
For O=C(CSc1n[nH]c(-c2cccnc2)n1)Nc1ccc(Cl)cc1 the results were Rpn11 inh inactive, Scp1 inh -8, Tb MetRS inh 1.2, CSN deneddyl inh -5, DNMT1 block 0, PABP1 MLLE inh -22, STEP inh 2, LMPTP inh -1.4, NadD inh 1 and SUMO1-SIM PPI 0.
For CCNc1nc(NC(C)(C)C)nc(Oc2ccc(=O)n(-c3ccccc3)n2)n1 the results were Rpn11 inh inactive, Scp1 inh -3, Tb MetRS inh -0.3, CSN deneddyl inh 2, DNMT1 block 0, PABP1 MLLE inh -4, STEP inh -3, LMPTP inh -1.1, NadD inh 5 and SUMO1-SIM PPI -5.
Screening O=C1CCCN1CC(=O)N1CCCC(N2CCN(c3cccc(Cl)c3)CC2)C1 (stereo not drawn) returned Rpn11 inh inactive, Scp1 inh -8, Tb MetRS inh -0.5, CSN deneddyl inh -2, DNMT1 block 1, PABP1 MLLE inh -1, STEP inh -3, LMPTP inh -1.5, NadD inh -6 and SUMO1-SIM PPI 3.
CC(C(=O)NCc1cccs1)N1C(=O)c2ccccc2C1=O (stereo not drawn) was read as Rpn11 inh inactive, Scp1 inh -2, Tb MetRS inh -0.4, CSN deneddyl inh 5, DNMT1 block 1, PABP1 MLLE inh 8, STEP inh 2, LMPTP inh -0.6, NadD inh 2 and SUMO1-SIM PPI 1.
